TEAD-YAP inh = TEAD-YAP interaction inhibition, primary screen, TEAD-YAP interaction inhibitor project, luminescence, HEK-TIYL cells | TEAD-Gal4/YAP UAS-luciferase luminescence | inhibition, % at 9.12 µM | hit rate 1.4% among 640,000; in the data active = inhibition above about 32%;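 note: 0% = median of test compound wells and 100% = reference inhibitor wells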
GPR151 activ = activators of human GPR151, primary screen, cell-based, PathHunter beta-arrestin, luminescence; activation, % at 11.2 µM; PathHunter beta-arrestin GPR151 cells; G-protein coupled receptor 151 (Homo sapiens), Q8TDV0; hit rate 1% among 650,000; in the data active = activation above about 4.9%;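 note: 0% = median of compound wells and 100% = cells with positive control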
Target sequence (Q8TDV0 whole entry, looked up): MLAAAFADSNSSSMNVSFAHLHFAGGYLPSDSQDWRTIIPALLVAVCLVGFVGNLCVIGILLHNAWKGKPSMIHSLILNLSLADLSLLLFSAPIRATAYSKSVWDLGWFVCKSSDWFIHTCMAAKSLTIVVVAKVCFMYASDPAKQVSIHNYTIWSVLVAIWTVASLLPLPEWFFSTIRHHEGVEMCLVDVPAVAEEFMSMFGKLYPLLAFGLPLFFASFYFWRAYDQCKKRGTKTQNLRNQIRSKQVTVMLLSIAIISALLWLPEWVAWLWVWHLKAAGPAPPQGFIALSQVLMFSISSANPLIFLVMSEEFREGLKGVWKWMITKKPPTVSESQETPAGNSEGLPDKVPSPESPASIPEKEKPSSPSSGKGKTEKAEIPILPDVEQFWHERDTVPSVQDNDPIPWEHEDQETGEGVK
FBW7 activator = FBW7 E3 ligase activators, primary screen, biochemical, AlphaScreen, human; F-box/WD repeat-containing protein 7 (Homo sapiens), Q969H0; AlphaScreen FBW7–phospho-cyclin E peptide binding, activator screen; normalized activity (activation), % at 26.1 µM; hit rate 0.13% among 650,000; in the data active = normalized activity above about 1.9%;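 note: purified mutant Fbw7 with reduced substrate affinity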
MITF primary = MITF inhibitors, primary screen, biochemical, AlphaScreen, human | Microphthalmia-associated transcription factor (Homo sapiens), O75030 | AlphaScreen MITF homodimerization, bead proximity signal | inhibition, % at 2.6 µM | hit rate 0.91% among 650,000 | AID 1259374, 2018; in the data active = inhibition above about 50%;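 note: 0% = vehicle wells with protein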
Target sequence (O75030 whole entry, looked up): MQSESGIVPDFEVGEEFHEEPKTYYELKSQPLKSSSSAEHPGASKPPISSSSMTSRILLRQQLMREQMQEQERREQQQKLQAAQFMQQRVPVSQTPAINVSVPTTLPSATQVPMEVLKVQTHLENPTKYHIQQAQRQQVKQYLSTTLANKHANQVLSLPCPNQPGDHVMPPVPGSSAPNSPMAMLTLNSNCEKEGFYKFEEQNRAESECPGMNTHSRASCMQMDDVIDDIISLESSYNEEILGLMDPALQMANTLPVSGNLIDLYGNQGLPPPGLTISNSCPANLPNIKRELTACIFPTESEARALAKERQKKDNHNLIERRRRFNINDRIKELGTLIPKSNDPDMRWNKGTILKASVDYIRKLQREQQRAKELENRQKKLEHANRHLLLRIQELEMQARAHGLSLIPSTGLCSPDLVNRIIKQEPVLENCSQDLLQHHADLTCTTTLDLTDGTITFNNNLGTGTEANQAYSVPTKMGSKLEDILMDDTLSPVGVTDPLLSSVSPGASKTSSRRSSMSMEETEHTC
Active calls of the source: *; & = joins results of further samples.

entry	structure	TEAD-YAP inh	GPR151 activ	FBW7 activator	MITF primary
1	Nc1ncnc2c1nc(S(=O)(=O)O)n2Cc1ccccc1	2	0.3	-0.1	4
2	NC(=O)c1c(NC(=O)[C@H](Cc2ccccc2)NC(=O)c2ccco2)sc2c1CCCC2	7	0.0	0.0	0
3	COC(=O)Cn1cnc2c(cnn2-c2ccc(OC)cc2)c1=O	-3	-2.8	-0.1	7
4	CCN(CC)c1ccc(/C=C2/C(=O)NN(c3cccc(Cl)c3)C2=O)c(O)c1	0	2.0	0.1	-6
5	CCC(=O)Nc1nn2c(C)nnc2s1	-2	1.4	-0.2	-8
6	COc1cc(C2Nc3ccccc3C(=O)N2c2cccc3ccccc23)cc(OC)c1OC (centres undefined)	-14	2.3	0.7	0
7	COc1ccc2oc(-c3ccc(NC(=O)c4cccc(Br)c4)cc3)nc2c1	-5	-1.2	-0.1	-5
8	CC1OC2(OC1C)C(=O)N(S(=O)(=O)c1ccccc1Cl)c1ccccc12 (centres undefined)	-6	2.9	0.2	-10
9	COCCNC(=O)c1cccc(OC2CCN(Cc3csc(C(C)=O)c3)CC2)c1	13	0.4	0.0	10
10	Cc1nnc(NC(=O)CSc2cn(C)c3ccccc23)s1	-16	1.6	0.4	12
11	COCCCn1c(=S)[nH]c2cc(C(=O)OC)ccc2c1=O	-12	-1.0	0.7	5
12	COc1ccc2c(c1)CC(C(=O)Nc1ccc(-c3cn[nH]c3)cc1OC1CCOCC1)CO2 (centres undefined)	-1	-1.6	0.3	-9
13	Cc1cccc(NC(=O)N2CCOc3ccccc32)c1C	-1	1.0	-0.1	8
14	O=C(CCOc1ccccc1)Nc1ccnn1C1CCN(C(=O)COc2ccccc2)CC1	-20	1.2	-0.1	-12
15	COc1ccc(OCCOC(=O)c2ccccc2-n2cnnn2)cc1	-11	0.4	-0.1	12
16	Cc1oc2c(C)c3oc(=O)c(Cc4ccccc4)c(C)c3cc2c1C	2	-1.5	0.7	7
17	Cc1ccnc(NS(=O)(=O)c2ccc(NC(=O)CCC(=O)O)cc2)n1	-1	2.0	0.0	8
18	CN(C)CCCN(C(=O)c1ccc(Br)s1)c1nc2ccccc2s1	0	-0.3	-0.1	6
19	O=C(Nc1ccc2oc(-c3ccc(Cl)cc3)nc2c1)c1ccc(-c2ccccc2)cc1	4	1.0	0.1	11
20	CC(C)CC(c1nnnn1CCc1ccccc1)N1CCN(C(=O)c2ccco2)CC1 (centres undefined)	-12	-1.1	-0.1	2
21	Cc1nc2ccccc2c2c1C(=O)N(C)C2=O	-4	-1.2	0.1	-3
22	CCOc1ccccc1CN(C)C1CCN(C)CC1	5	-1.1	0.0	37
23	CCC(C)NC(=O)c1ccc2nc(N)sc2c1 (centres undefined)	-9	1.2	0.0	1
24	Cc1ccc(N)c(C(O)(C(F)(F)F)C(F)(F)F)c1	-2	0.9	-0.1	-6
25	Cc1cc(NC(=O)c2ccc(Cl)s2)no1	-41	1.1	-0.1	-2

Another view of 15 compounds above.
#8 CC1OC2(OC1C)C(=O)N(S(=O)(=O)c1ccccc1Cl)c1ccccc12 (centres undefined)
#9 COCCNC(=O)c1cccc(OC2CCN(Cc3csc(C(C)=O)c3)CC2)c1
#10 Cc1nnc(NC(=O)CSc2cn(C)c3ccccc23)s1
#11 COCCCn1c(=S)[nH]c2cc(C(=O)OC)ccc2c1=O
#12 COc1ccc2c(c1)CC(C(=O)Nc1ccc(-c3cn[nH]c3)cc1OC1CCOCC1)CO2 (centres undefined)
#13 Cc1cccc(NC(=O)N2CCOc3ccccc32)c1C
#14 O=C(CCOc1ccccc1)Nc1ccnn1C1CCN(C(=O)COc2ccccc2)CC1
#15 COc1ccc(OCCOC(=O)c2ccccc2-n2cnnn2)cc1
#16 Cc1oc2c(C)c3oc(=O)c(Cc4ccccc4)c(C)c3cc2c1C
#17 Cc1ccnc(NS(=O)(=O)c2ccc(NC(=O)CCC(=O)O)cc2)n1
#18 CN(C)CCCN(C(=O)c1ccc(Br)s1)c1nc2ccccc2s1
#19 O=C(Nc1ccc2oc(-c3ccc(Cl)cc3)nc2c1)c1ccc(-c2ccccc2)cc1
Screen / compound no.	8	9	10	11	12	13	14	15	16	17	18	19
TEAD-YAP inh	-6	13	-16	-12	-1	-1	-20	-11	2	-1	0	4
GPR151 activ	2.9	0.4	1.6	-1.0	-1.6	1.0	1.2	0.4	-1.5	2.0	-0.3	1.0
FBW7 activator	0.2	0.0	0.4	0.7	0.3	-0.1	-0.1	-0.1	0.7	0.0	-0.1	0.1
MITF primary	-10	10	12	5	-9	8	-12	12	7	8	6	11

#20 CC(C)CC(c1nnnn1CCc1ccccc1)N1CCN(C(=O)c2ccco2)CC1 (centres undefined)
#21 Cc1nc2ccccc2c2c1C(=O)N(C)C2=O
#22 CCOc1ccccc1CN(C)C1CCN(C)CC1
Screen / compound no.	20	21	22
TEAD-YAP inh	-12	-4	5
GPR151 activ	-1.1	-1.2	-1.1
FBW7 activator	-0.1	0.1	0.0
MITF primary	2	-3	37

Further entries:
entry	structure	TEAD-YAP inh	GPR151 activ	FBW7 activator	MITF primary
26	CCOC(=O)c1cc(S(=O)(=O)N2CCN(c3cccc(Cl)c3)CC2)cn1C	6	0.3	0.0	2
27	S=C(Nc1ccccc1)Nc1ccc(NC(=S)Nc2ccccc2)cc1	2	0.8	-0.1	11
28	C/C(=N\NC(=O)c1ccccc1)c1cc2ccc(O)cc2oc1=O	-57	-2.7	-0.2	3
29	Cc1ccc(C23CC4CC(CC(CNCCO)(C4)C2)C3)cc1	6	1.6	0.2	6
30	O=S1(=O)N=C2CCCCCN2C(c2ccc(F)cc2)N1 (centres undefined)	6	0.0	-0.1	11
31	Cc1cc(C)c(C#N)c(SCC(=O)Nc2ccc(Cl)cc2)n1	-107	0.0	0.0	-7
32	COc1ccc([N+](=O)[O-])cc1N=c1c([N+](=O)[O-])nn(-c2ccccc2)n1O	10	0.5	-0.2	6
33	CCC(C)NC(=O)CN1CCOc2ccccc21 (centres undefined)	-1	0.9	0.0	8
34	COC(=O)c1ccc(C(=O)OC)c(NC(=S)N2CCCC(CO)C2)c1 (centres undefined)	-1	0.7	-0.1	9
35	CC(Cc1ccc(O)c(O)c1)(NN)C(=O)O (centres undefined)	-5	-0.8&-0.2	-0.2&0.2	1&18
36	COc1ccccc1-n1c(CNC(=O)COc2ccccc2)nnc1SCC(=O)Nc1nccs1	-1	0.7	0.2	15
37	O=C(Nc1nc(-c2cc(Cl)sc2Cl)cs1)c1ccccc1F	1	0.2	0.1	9
38	O=C(NCC1CCCO1)c1cnc(-c2ccccc2)nc1 (centres undefined)	-12	0.2	0.2	-23
39	Cc1ccc(CNc2ccc3ncc(-c4cccc(N)c4)n3n2)c(C)c1	24	-0.2	0.2	6
40	Cc1ccc(Oc2ccc(N3C(=O)C4C5C=CC(C5)C4C3=O)cc2Cl)cc1 (centres undefined)	15	-0.7	-0.1	-4
41	O=C(c1cnsc1)N1CCC(c2[nH]ncc2-c2ccncc2)CC1	15	-0.3	2.2*	13
42	O=C(Nc1ccc(-c2noc(-c3ccco3)n2)cc1)c1cccc(Br)c1	8	2.3	0.4	-1
43	Cc1ccc(S(=O)(=O)CCC(=O)Nc2ccc(Br)cc2C)cc1	-5	0.5	-0.1	0
44	Cc1cc(Br)ccc1NC(=O)c1sc2ncn(CC(=O)N3CC(C)CC(C)C3)c(=O)c2c1C (centres undefined)	0	0.8	0.2	-7
45	O=C(O)C1C2C=CC(O2)C1C(=O)Nc1cc(C(F)(F)F)ccc1Cl (centres undefined)	11	1.7	0.1	5
46	COc1cccc(CNC(=O)c2cnn3c(C)c(Cc4ccccc4)c(C)nc23)c1	-8	0.4	-0.1	-10
47	Cc1ccc(S(=O)(=O)n2nc(OC(=O)/C=C\c3ccccc3)cc2N)cc1	5	2.0	-0.1	11
48	O=C(CSCCO)Nc1ccc(S(=O)(=O)N2CCCCC2)cc1	6	-0.6	0.1	15
49	O=C1CSC(=O)N1Cc1ccc(Br)cc1	3	-0.3	0.2	5
50	O=C(Oc1coc(CSc2ncccn2)cc1=O)c1ccccc1	3	2.2	-0.1	13
51	CCOc1ccc(Br)cc1S(=O)(=O)N1Cc2ccccc2CC1C(=O)O (centres undefined)	4	1.8	-0.1	15
52	CCCCCn1c(Cc2ccccc2)nc2ccccc21	5	1.6	0.1	9
53	COc1cc(/C=N/NC(=O)CNc2ccc3ccccc3c2)cc(OC)c1O	-23	0.6	0.0	3
54	c1ccc(Nc2ccc3cnc(Nc4ccc(-n5cnc(N6CCOCC6)n5)cc4)nc3c2)cc1	-20	0.7	0.5	24
55	O=c1[nH]c(N2CCN(Cc3ccncc3)CC2)nc2c1CCCC2	1	0.2	0.0	3
56	O=C(N/N=C/c1cccc(Br)c1)C1CC(=O)N(c2ccccc2)C1 (centres undefined)	6	5.3*	2.8*	13
57	COc1cc(S(=O)(=O)NC2CCCC2)ccc1-n1cnnn1	9	0.2	-0.1	11
58	OCC1CCCN(Cc2ccc(-c3ccccc3)cc2)C1 (centres undefined)	-11	-0.6	0.5	31
59	Cc1cc(C)c2c(N)c(C(=O)Nc3ccc(Cl)c(Cl)c3)sc2n1	-62	-0.9	0.0	1
60	CO/N=C/c1c(N(C(C)C)C(C)C)nc2ccc(C)cn2c1=O	3	-0.4	0.1	1
61	COc1cc2c(cc1OC)n(CC(=O)N1CCc3ccccc31)n1c(C)cc(=O)nc21	-7	1.5	-0.1	18
62	COc1cncc(-c2cnn3c(NC4CCCNC4)ccnc23)c1 (centres undefined)	3	-1.5	0.0	3
63	Cn1c(SCc2ccccn2)ncc(C(=O)Nc2ccc(Cl)cc2)c1=O	3	0.9	0.0	-3
64	NC(=O)c1ccccc1NC(=O)c1ncoc1-c1ccc(Cl)cc1	-8	0.2	-0.1	5
65	CCCCc1nnc(NC(=O)CSc2nc(N)cc(=O)[nH]2)s1	-10	0.4	-0.1	1
66	O=C(NCc1nc(-c2cccnc2)n[nH]1)N1CCCCC1	-12	-0.8	-0.3	2
67	COc1ccc(-c2nc3ncnc(Nc4cc(OC)c(OC)c(OC)c4)c3[nH]2)cn1	46*	-1.1	0.6	19
68	C=C(C)CN(CC)Cc1cc(OC)c(O)c([N+](=O)[O-])c1	-9	-0.6	-0.1	3
69	Cc1ccnc(N2CCN(c3ccccn3)CC2)n1	-21	-0.3	-0.3	-8
70	CCOC(=O)C1=CN(c2ccc(OCC)cc2)C=C(C(=O)OCC)C1c1ccc(SC)cc1	5	0.2	0.1	11
71	CC(C)C(NS(C)(=O)=O)c1nnc2n1CCN(Cc1ccc(C(F)(F)F)cc1)CC2 (centres undefined)	-4	-0.8	-0.1	6
72	Cc1ccc(NC(=O)CSc2nnc(C)c(C)n2)cc1Cl	0	-0.6	0.1	14
73	COc1ccc(Oc2coc3cc(O)ccc3c2=O)cc1	-10	-1.2	0.2	-11
74	COc1cccc(-c2nnc3ccc(OCCNC(=O)NC4CCCCC4)nn23)c1	0	1.4	0.3	8
75	NC(=O)c1nc(-c2ccccc2)nc2c1[nH]c(=O)n2CCc1ccccc1	-2	0.1	-0.3	-1

Continued:
entry	structure	TEAD-YAP inh	GPR151 activ	FBW7 activator	MITF primary
76	O=C(NCc1ccccc1)C1CC12CCN(Cc1c(F)ccc(F)c1F)CC2 (centres undefined)	8	-1.1	0.0	12
77	CCOc1ccccc1CNCc1cccs1	-9	-0.6	0.0	3
78	CCC(C)NC(=O)c1ccc2c(=O)n(CCCN3CCCC3=O)c(=S)[nH]c2c1 (centres undefined)	7	0.9	1.1	6
79	CCc1nnc(NC(=O)CSc2nc(C)cc(C(F)(F)F)c2C#N)s1	-21	0.0	-0.1	-6
80	CC(=O)N(Cc1cc2ccc(C)c(C)c2[nH]c1=O)CC1CCCO1 (centres undefined)	4	-0.3	0.0	9
81	CCCCOc1ccccc1C(NC(=O)Cc1ccccc1)NC(=O)Cc1ccccc1	-3	-0.3	0.0	2
82	CN(c1ccccc1)S(=O)(=O)c1ccc(C(=O)Nc2sc3c(c2C(N)=O)CCCC3)cc1	10	2.3	0.0	4
83	NS(=O)(=O)c1ccc(CCNC(=O)CCCn2c(SCc3ccc(F)cc3Cl)nc3ccsc3c2=O)cc1	13	-0.3	0.0	6
84	C=CCNC(=O)/C(C#N)=N/Nc1ccc(CC)cc1	-16	-0.1	0.7	4
85	CCCCNc1nc(SCC(=O)NCc2ccccc2)nc2ccccc12	6	0.4	0.1	12
86	Cc1c(NC(=O)c2cc(-c3ccc(CC(C)C)cc3)nc3ccccc23)c(=O)n(-c2ccccc2)n1C	-12	-0.4	0.1	9
87	O=S(=O)(c1ccc(Br)s1)N1CCc2ccccc21	-3	-0.1	0.0	-7
88	CCOC(=O)Cn1c(=O)c2c(nc3n2CCCN3C2CCCCC2)n(C)c1=O	3	-0.9	-0.1	-4
89	COC(=O)CN1C(=O)S/C(=C/c2ccccc2C)C1=O	-16	1.3	-0.1	-3
90	CC1(C)CCC2CC1(C)CN2C(=O)NC(=O)c1ccccc1 (centres undefined)	-1	0.5	0.0	-9
91	COc1ccc(NC(=O)c2ccco2)cc1NC(=O)COc1ccc(Cl)cc1	0	0.0	0.5	10
92	CCCc1nnc(SCC(=O)NNC(C)=O)n1CC	1	-0.9	-0.1	8
93	NC(=O)C1CCN(C(=O)CC2(CC(=O)O)CCCC2)CC1	1	-0.5	-0.1	0
94	c1ccc(-n2cnc3c(NCc4cccnc4)nc(Nc4ncccn4)nc32)cc1	-8	-1.0	-0.1	-5
